From PubChem
EPAC2 antagonist – qHTS for Antagonist of cAMP-regulated guanine nucleotide exchange factor 2 (EPAC2): primary screen; EPAC2 GEF exchange of Rap1B-BODIPY-GDP, fluorescence; Rap guanine nucleotide exchange factor 4 (Homo sapiens), Q8WZA2; Potency, µM (series often up to 114 µM), for the others: at the highest dose activity, negative = inhibition, hits mostly inhibitors; hit rate 0.18% among 360,000; AID 720708, 2013; note: potency is the fitted concentration of half-maximal effect; % is set by controls: 0 for no effect and ±100 for the full control effect; nearly all actives have a fitted effect of over 45% in size; many of its hits are not listed in these tables
aSyn yeast inh – qHTS of alpha-syn Inhibitors. Yeast expressing alpha-synuclein, growth rescue, BacTiter-Glo, 24 h. Potency, µM (doses to about 46.1 µM), for inactives: top-dose growth rescue (activation), most hits filed as activators. hit rate 0.14% among 370,000. AID 652106, 2013; note: potency is the fitted concentration of half-maximal effect; % of control where 0% means no effect; nearly all actives have a fitted effect of over 65% in size
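Screening used galactose-induced yeast with toxic alpha-synuclein levels, exposed to compound for 24 hr at 30 deg C. Cell growth, read with BacTiter-Glo luminescence, gave the measured signal.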
EPAC2 agonist – qHTS for Agonist of cAMP-regulated guanine nucleotide exchange factor 4 (EPAC2): primary screen. EPAC2 activation, biochemical qHTS; response scale: 100% = 6.5 mM cAMP response. Potency, µM (doses to about 154 µM), without a hit: at the top dose activation, usual class: activators. hit rate 0.079% among 360,000; note: potency is the fitted concentration of half-maximal effect; nearly all actives have a fitted effect of over 50% in size
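EPAC2 (100 nM) mixed with Rap1B loaded with BODIPY-GDP (250 nM) plus 50 uM unlabeled GDP; compounds pinned in, 5 min RT, then read every 5 min for 30 min (ex 480, em 540 nm). Normalized to cAMP control.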
D3 antag – qHTS of D3 Dopamine Receptor Antagonist: qHTS | D3R cells, DiscoveRx beta-arrestin luminescence, antagonist mode; stronger effect = lower value | hit rate 2.5% among 360,000 | AID 652054, 2013 | max response, negative = inhibition, % | D(3) dopamine receptor (Homo sapiens), P35462; in the data active = max response below about -50%; inconclusive = no clear call, values can overlap the other calls; note: % is set by controls: 0 for no effect and ±100 for the full control effect; mostly tested at two doses, the higher about 12 µM
Target sequence (P35462 whole entry, looked up): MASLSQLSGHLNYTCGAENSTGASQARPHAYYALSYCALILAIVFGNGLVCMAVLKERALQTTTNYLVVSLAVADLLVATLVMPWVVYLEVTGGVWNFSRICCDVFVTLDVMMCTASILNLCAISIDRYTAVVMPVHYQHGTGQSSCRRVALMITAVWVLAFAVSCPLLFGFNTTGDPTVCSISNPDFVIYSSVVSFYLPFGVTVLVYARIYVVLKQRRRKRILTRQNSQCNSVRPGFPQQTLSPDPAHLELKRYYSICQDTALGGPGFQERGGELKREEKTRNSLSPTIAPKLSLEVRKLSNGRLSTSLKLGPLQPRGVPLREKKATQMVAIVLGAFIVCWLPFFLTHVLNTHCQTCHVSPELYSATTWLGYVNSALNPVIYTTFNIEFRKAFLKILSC
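Cells plated overnight at 1500 cells/well, then exposed to library compounds with dopamine controls for 90 minutes at 37 degrees C. DiscoveRx reagent added for 30–60 minutes at room temperature; luminescence read, quantitative HTS format.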
TDP43 rescue – qHTS of TDP-43 Inhibitors; TDP-43 expressing yeast growth rescue, BacTiter-Glo, 24 h; Potency, µM (doses to about 46.1 µM), without a hit: at the top dose growth rescue (activation), usual class: activators; hit rate 1.8% among 410,000; note: potency is the fitted concentration of half-maximal effect; % of control where 0% means no effect; nearly all actives have a fitted effect of over 50% in size
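Galactose-induced TDP-43 yeast, OD600=0.02, compound pinned; 24 hr, 30 deg C; BacTiter-Glo luminescence for growth. Inhibitors of TDP-43 toxicity read as activators.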
FUS yeast rescue – qHTS for Suppressors of FUS Proteinopathy: Primary screen using FUS-linked yeast assay. S. cerevisiae FUS-expressing, growth rescue, OD600, 24 h. hit rate 0.24% among 390,000. AID 1347120, 2019. Potency, µM (series often up to 76.6 µM), for the others: top-dose growth rescue (activation), hits mostly activators;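 note: potency is the fitted concentration of half-maximal effect; plate controls were DMSO vehicle for no effect and reference control for full effect; nearly all actives have a fitted effect of over 55% in size; some results filed as inactive show a strong effect at the top dose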
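Quantitative HTS measuring growth restoration of FUS-toxic yeast. Galactose-induced cells (OD 0.005) were exposed 24hr at 30C to compounds at several concentrations, then absorbance at 600 nm was recorded.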
Abeta yeast res – qHTS for compounds that reverse cellular toxicity of Amyloid beta (A-beta) peptide in yeast: Primary Screen | yeast expressing A-beta42, growth rescue, OD600, 48 h; response scale: 0% DMSO, 100% iron-clioquinol control | Potency, µM (series often up to 46.1 µM), for inactives: top-dose growth rescue, actives largely listed as activators | hit rate 0.063% among 410,000 | AID 1347071, 2019; note: potency is the fitted concentration of half-maximal effect; nearly all actives have a fitted effect of over 55% in size
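Yeast growth medium received pinned compounds, then yeast cells expressing toxic A-beta were added; plates incubated at 30 C for 48 hr. Growth read as absorbance at 600 nm, normalized to DMSO and equimolar FeCl3 plus clioquinol controls.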
D3 ag – qHTS of D3 Dopamine Receptor Agonist: qHTS. D3R DiscoveRx beta-arrestin cells, luminescence, 90 min. AID 652048, 2013. hit rate 0.58% among 410,000. max activation, %; in the data active = max activation above about 30%; note: 0% is about no effect; mostly tested at two doses, the higher about 12 µM
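Agonist-mode cell screen: cells plated at 1500/well and incubated overnight at 37 °C, then exposed to library compounds for 90 min at 37 °C. Detection reagent was added for 30–60 min at room temperature, and luminescence was read.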
Active calls of the source: *; & = joins results of further samples; [ ] = dose if it differs, or a comment. Unless noted, calls come from the whole dose curve; as a rule, active = well fitted curve in the direction sought with a large enough effect; inconclusive = small, poorly fitted or top-dose-only effect, or another doubt; inactive = no such curve, though single readings can be large; an effect the other way counts as inactive or inconclusive. Not all compounds are listed (hit frequency here may not be typical).

For O=C(Cn1ncc2c(=O)oc3ccccc3c21)N1CCCN(Cc2ccccc2F)C1 the results were EPAC2 antagonist 1%, aSyn yeast inh -3%, EPAC2 agonist -5%, D3 antag 14, TDP43 rescue 8%, FUS yeast rescue -20%, Abeta yeast res -3% and D3 ag 3.
Screening COc1cccc(CNC(=O)C(Cc2ccccc2)n2cccc2)c1 (stereo unspecified) returned EPAC2 antagonist -4%, aSyn yeast inh -4%, EPAC2 agonist 16%, D3 antag -13, TDP43 rescue -6%, FUS yeast rescue 4%, Abeta yeast res 15% and D3 ag -12.
For COc1cc2c(cc1OC)CN(C(=O)CC1CC3CCC1C3)CC2 (stereo unspecified) the results were EPAC2 antagonist -8%, aSyn yeast inh -3%, EPAC2 agonist 5%, D3 antag 15, TDP43 rescue inconclusive, FUS yeast rescue 28%, Abeta yeast res -3% and D3 ag 2.
C=C1C(=O)OC2C1CCC(C)=CCCC1(C)OC21 (stereo unspecified) was read as EPAC2 antagonist 6%, aSyn yeast inh -20%, EPAC2 agonist 9%, D3 antag -90*, TDP43 rescue 14µM*, FUS yeast rescue -8%, Abeta yeast res -36% and D3 ag -13.
For CN(C)c1ccc(-c2nc3cc(N)ccc3o2)cc1 the results were EPAC2 antagonist -3%, aSyn yeast inh -16%, EPAC2 agonist -4%, D3 antag 6, TDP43 rescue 4%, FUS yeast rescue inconclusive, Abeta yeast res -12% and D3 ag 9.
Screening CCN1CCN(c2ncnc3c2cnn3-c2ccccc2)CC1 returned EPAC2 antagonist -10%, aSyn yeast inh 2%, EPAC2 agonist 7%, D3 antag -10, TDP43 rescue 3%, FUS yeast rescue 6%, Abeta yeast res -8% and D3 ag 1.
`Cc1c(-c2ccc(F)cc2)nc(N)c(C#N)c1-c1ccco1` gave EPAC2 antagonist 10%, EPAC2 agonist 6%, D3 antag 21, TDP43 rescue 9%, FUS yeast rescue 16%, Abeta yeast res 4% and D3 ag -5.
Screening O=C1C=C(c2cccc(OCc3ccccc3)c2)C[C@@H](c2ccc3c(c2)OCO3)C1 returned EPAC2 antagonist 18%, aSyn yeast inh -13%, EPAC2 agonist 23%, D3 antag -11, TDP43 rescue -24%, FUS yeast rescue -2%, Abeta yeast res -14% and D3 ag 35*.
For C=CCn1c(O)c(N=NC(=O)CNC(=O)c2ccncc2)c2ccccc21 the results were EPAC2 antagonist 0%, aSyn yeast inh 0%, EPAC2 agonist -6%, D3 antag 13, TDP43 rescue 0%, FUS yeast rescue 14%, Abeta yeast res 1% and D3 ag -2.
CN(C)CCCNC(=O)c1ccc(Cl)c(S(=O)(=O)N(C)c2ccccc2)c1 was read as EPAC2 antagonist 4%, EPAC2 agonist 11%, D3 antag inconclusive, TDP43 rescue 7%, FUS yeast rescue -7%, Abeta yeast res 12% and D3 ag -3.
COc1ccc(-c2nnc(SCC(=O)Nc3nc4ccccc4s3)n2C)cc1 was read as EPAC2 antagonist -1%, aSyn yeast inh 0%, EPAC2 agonist -7%, D3 antag 9, TDP43 rescue -8%, FUS yeast rescue 15%, Abeta yeast res 1% and D3 ag 0.
`Cc1ccc2c(c1)[C@@H]1CN(C)CC[C@@H]1N2S(=O)(=O)c1ccc([N+](=O)[O-])cc1` gave EPAC2 antagonist 1%, aSyn yeast inh 3%, EPAC2 agonist 0%, D3 antag -107*, TDP43 rescue -25%, FUS yeast rescue 32%, Abeta yeast res 14% and D3 ag -14.
For COc1ccccc1CNC(=O)CCn1c(=O)c2ccccc2n(CC(=O)Nc2ccc(C)cc2)c1=O the results were TDP43 rescue -2%, FUS yeast rescue 18%, Abeta yeast res -14% and D3 ag -16.
For COc1ccc(NC2CCCN(C(=O)c3c(C)noc3C)C2)cc1 (stereo unspecified) the results were EPAC2 antagonist 2%, aSyn yeast inh -2%, EPAC2 agonist 7%, D3 antag 15, TDP43 rescue -5%, FUS yeast rescue -1%, Abeta yeast res 2% and D3 ag 4.
Screening CC1(C)Oc2ccccc2OC1(O)c1ccc2ccccc2n1 (stereo unspecified) returned EPAC2 antagonist -3%, aSyn yeast inh -14%, EPAC2 agonist 11%, D3 antag -18, TDP43 rescue -12%, FUS yeast rescue 9%, Abeta yeast res -20% and D3 ag -5.
For CCC(C)NC(=O)[C@H]1N2C(=O)c3ccccc3C2SC1(C)C (stereo partly specified) the results were EPAC2 antagonist 3%, aSyn yeast inh 0%, EPAC2 agonist 4%, D3 antag 1, TDP43 rescue 8%, FUS yeast rescue -15%, Abeta yeast res 11% and D3 ag -3.
For CN(C1=C(NC(=O)c2ccc(Cl)cc2)C(=O)c2ccccc2C1=O)c1ccccc1 the results were EPAC2 antagonist -8%, aSyn yeast inh -5%, EPAC2 agonist 7%, D3 antag -52*, TDP43 rescue 35µM*, Abeta yeast res -33%[inhibitor] and D3 ag -21.
Screening CCOc1ccc(NC(=O)CCc2c(C)nc3c(-c4ccccc4)c(C)nn3c2C)cc1 returned TDP43 rescue -5%, FUS yeast rescue 19%, Abeta yeast res -12% and D3 ag 0.
COC(=O)C(C(=O)OC)C(CC(=O)c1ccc(C)cc1)c1cc(OC)c(OC)c(OC)c1 (stereo unspecified) was read as EPAC2 antagonist -6%, aSyn yeast inh 11%, EPAC2 agonist 3%, D3 antag 2, TDP43 rescue 9%, FUS yeast rescue 8%, Abeta yeast res -12% and D3 ag 0.
COc1ccc(CNS(=O)(=O)c2cc3c4c(c2)CCN4C(=O)CC3)cc1 was read as EPAC2 antagonist 6%, aSyn yeast inh 0%, EPAC2 agonist -9%, D3 antag 11, TDP43 rescue -18%&-16%, FUS yeast rescue 13%&0%, Abeta yeast res 1%&-24% and D3 ag 4&-7.

Arranged by length of the SMILES (highest first): part of the list above.
For CN(C1=C(NC(=O)c2ccc(Cl)cc2)C(=O)c2ccccc2C1=O)c1ccccc1 the results were EPAC2 antagonist -8%, aSyn yeast inh -5%, EPAC2 agonist 7%, D3 antag -52*, TDP43 rescue 35µM*, Abeta yeast res -33%[inhibitor] and D3 ag -21.
CN(C)CCCNC(=O)c1ccc(Cl)c(S(=O)(=O)N(C)c2ccccc2)c1 was read as EPAC2 antagonist 4%, EPAC2 agonist 11%, D3 antag inconclusive, TDP43 rescue 7%, FUS yeast rescue -7%, Abeta yeast res 12% and D3 ag -3.
COc1ccc(CNS(=O)(=O)c2cc3c4c(c2)CCN4C(=O)CC3)cc1 was read as EPAC2 antagonist 6%, aSyn yeast inh 0%, EPAC2 agonist -9%, D3 antag 11, TDP43 rescue -18%&-16%, FUS yeast rescue 13%&0%, Abeta yeast res 1%&-24% and D3 ag 4&-7.
For C=CCn1c(O)c(N=NC(=O)CNC(=O)c2ccncc2)c2ccccc21 the results were EPAC2 antagonist 0%, aSyn yeast inh 0%, EPAC2 agonist -6%, D3 antag 13, TDP43 rescue 0%, FUS yeast rescue 14%, Abeta yeast res 1% and D3 ag -2.

The list goes on:
`O=c1nc(NCc2ccccc2Cl)cn[nH]1` gave EPAC2 antagonist -3%, aSyn yeast inh -2%, EPAC2 agonist -7%, D3 antag -19, TDP43 rescue -22%, FUS yeast rescue -5%, Abeta yeast res -8% and D3 ag -7.
Screening Cc1ccc(Sc2cc(NCCCO)c([N+](=O)[O-])c3nonc23)cc1 returned EPAC2 antagonist 13%, aSyn yeast inh 6%, EPAC2 agonist -4%, D3 antag -10, TDP43 rescue 3%, FUS yeast rescue 4%, Abeta yeast res 17% and D3 ag -1.
Screening CCOc1ccccc1CNc1ccc2cc(S(=O)(=O)N3CCC(C)CC3)ccc2n1 returned TDP43 rescue 20%, FUS yeast rescue 38%, Abeta yeast res 22% and D3 ag -3.
`COc1ccc(C2CC(C(F)(F)F)n3nc(C(=O)NCCN4CCOCC4)cc3N2)cc1` (stereo unspecified) gave EPAC2 antagonist 0%, aSyn yeast inh 5%, EPAC2 agonist 1%, D3 antag 6, TDP43 rescue 22%, FUS yeast rescue 12%, Abeta yeast res 6% and D3 ag -1.
Screening O=C(c1ccc(S(=O)(=O)Nc2cccc(C(F)(F)F)c2)cc1)N1CCN(c2ccccc2O)CC1 returned EPAC2 antagonist -12%, aSyn yeast inh 10%, EPAC2 agonist 7%, D3 antag -12, TDP43 rescue -7%, FUS yeast rescue inconclusive, Abeta yeast res 17% and D3 ag -12.
Screening N#C/C(=C\c1ccc[nH]1)S(=O)(=O)c1ccccc1 returned EPAC2 antagonist -5%, aSyn yeast inh 8%, EPAC2 agonist -9%, D3 antag 9, TDP43 rescue -4%, FUS yeast rescue 26%, Abeta yeast res 25% and D3 ag 1.
O=C1NC[C@@H](CCCCN2C[C@H](Cc3ccc(O)cc3)N(CCc3ccccc3)C(=O)C2=O)N(CCc2ccccc2)C1=O was read as EPAC2 antagonist 6%, aSyn yeast inh -3%, EPAC2 agonist 9%, D3 antag -20, TDP43 rescue -6%, FUS yeast rescue 29%, Abeta yeast res -18% and D3 ag -14.
`CC1CCCN(C(=S)Nc2ccc(F)cc2)C1` (stereo unspecified) gave EPAC2 antagonist 4%, aSyn yeast inh -2%, EPAC2 agonist 9%, D3 antag -24, TDP43 rescue 16%, FUS yeast rescue 7%, Abeta yeast res 9% and D3 ag -6.
c1ccc(CCCCc2ccncc2)cc1 was read as EPAC2 antagonist -11%, aSyn yeast inh 8%, EPAC2 agonist -4%, D3 antag 0, TDP43 rescue -8%, FUS yeast rescue -19%, Abeta yeast res 7% and D3 ag -6.
For CC(C)=CCC[C@](C)(O)C1CC[C@]2(C)C1C(O)CC1[C@@]3(C)CCC(O)C(C)(C)C3C(O[C@@H]3OC(CO)C(O)C(O)C3O[C@@H]3OC(C)C(O)C(O)C3O)C[C@]12C (stereo partly specified) the results were EPAC2 antagonist -10%, aSyn yeast inh 0%, EPAC2 agonist 1%, D3 antag inconclusive, TDP43 rescue 10%, FUS yeast rescue 24%, Abeta yeast res -4% and D3 ag -31.
